Bioassay records from PubChem BioAssay.
Vif-A3F inh = blocks the Vif interaction with APOBEC3F; HeLa A3F-eYFP + Vif (tagged APOBEC3F with the HIV-1 protein that degrades it), YFP fluorescence increase; Potency, µM (doses to about 46.1 µM), without a hit: top-dose activity, negative = active; actives 0.2% (n = 390,000); AID 602313; further: potency means the concentration at half of the fitted maximal effect; % of control where 0% means no effect; nearly all actives have a fitted effect of over 65% in size
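HeLa cells stably expressing A3F-eYFP plus Vif, plated and incubated overnight at 37 deg C, then exposed to compounds overnight at 37 deg C. Blocked degradation read as raised yellow fluorescence (Ex 488/Em 500-530).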
GRP78 ERSR act = inducers of ER stress response in human glioma cells | U87-MG GRP78 promoter luciferase reporter, 16 h | AID 602332 | Potency, µM, for inactives: at the top dose activation, actives largely listed as activators | actives 0.02% (n = 420,000); further: potency means the concentration at half of the fitted maximal effect; series mostly up to about 76 µM; % of control where 0% means no effect; nearly all actives have a fitted effect of over 35% in size
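ERSR induction read as luciferase luminescence (Bright-Glo, 10 min at room temperature) in stably transfected human U87-MG glioma cells exposed to compounds for 16 h, using GRP78 as sensor.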
D1 antag = antagonists of human D1 dopamine receptor; P21728; actives 3.2% (n = 360,000); HEK293 TREx D1 cells, calcium flux, dopamine EC80; active compounds read low; activity change, negative = inhibition, % at 10 µM; in the data active means activity change below about -30%; further: on the % scale 0 is the no-effect control and ±100 the full control effect
Target sequence (P21728 whole entry, looked up): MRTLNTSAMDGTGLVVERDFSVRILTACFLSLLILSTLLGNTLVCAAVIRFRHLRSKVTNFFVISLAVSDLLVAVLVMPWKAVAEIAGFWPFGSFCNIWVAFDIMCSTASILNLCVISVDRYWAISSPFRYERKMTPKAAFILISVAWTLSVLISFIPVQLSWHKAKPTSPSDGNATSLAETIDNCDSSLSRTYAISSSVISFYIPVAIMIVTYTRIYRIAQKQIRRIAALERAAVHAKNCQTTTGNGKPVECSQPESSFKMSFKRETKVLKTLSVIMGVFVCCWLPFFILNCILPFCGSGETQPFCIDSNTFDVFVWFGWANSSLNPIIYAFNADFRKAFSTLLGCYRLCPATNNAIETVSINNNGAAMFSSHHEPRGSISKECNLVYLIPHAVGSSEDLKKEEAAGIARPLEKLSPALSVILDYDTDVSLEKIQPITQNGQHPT
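Allosteric or orthosteric antagonism assessed as attenuation of the calcium response to EC80 dopamine, added 180 s after compound, in induced HEK293 Trex D1 cells loaded with no-wash calcium dye.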
LDHA block = blocks human lactate dehydrogenase A; P00338; purified LDHA, NADH/diaphorase-resazurin fluorescence; active compounds read low; activity change, % (values are at about 110 or 230 µM); actives 0.15% (n = 480,000); in the data active means activity change below about -30%; inconclusive means mostly about -25% to -30%;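 further: plate controls were DMSO wells for no effect and wells without enzyme for full effect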
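Human LDH5 (2 nM) was incubated with 0.06 mM NADH and 0.2 mM pyruvate for 5 min at room temperature in Tris pH 7.4. Remaining NADH was coupled through diaphorase/resazurin, and resorufin fluorescence was read at 0 and 20 min.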
D1 potentiator = human D1 dopamine receptor positive modulation. HEK293 TREx D1 cells, calcium flux, dopamine EC20 potentiation. potentiation, % at 10 µM. actives 0.036% (n = 360,000); in the data active means potentiation above about 30%; further: 0% is about no effect
RXFP1 ag = activates the human relaxin receptor RXFP1; HEK293T-RXFP1 cAMP TR-FRET, 30 min; response scale: percent of porcine relaxin response, buffer zero; Potency, µM (series often up to 57.5 µM), for inactives: at the highest dose activation, hits mostly activators; actives 0.3% (n = 370,000); further: potency means the concentration at half of the fitted maximal effect; on the % scale 0 is the no-effect control and ±100 the full control effect; nearly all actives have a fitted effect of over 60% in size; many of its hits are not listed in these tables
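HEK293T cells stably expressing RXFP1 were pretreated with the PDE4 inhibitor Ro 20174, exposed to compounds for 30 min at 37C, lysed, and cAMP was read by TR-FRET. Data normalized to buffer (basal) and 29 nM porcine relaxin (100%).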
D2 PAM = positively modulates the human D2 dopamine receptor allosterically; P14416; potentiation, % at 10 µM; HEK293 T-REx D2, calcium flux, EC20 dopamine potentiation; AID 485347; actives 0.34% (n = 340,000);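 active means potentiation over 3 SD above the plate norm, cut at about 30% in these data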; further: 0% is about no effect
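Tetracycline-induced Hek293 Trex D2 cells, force-coupled to calcium, loaded with no-wash calcium dye. Compound added with 180 s kinetic read for agonism, then EC20 dopamine and a further 180 s read for potentiation.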
D1 agonist = activates the human D1 dopamine receptor | HEK293 T-REx D1 cells, calcium flux, agonist mode | activation, % at 2 µM | actives 1% (n = 360,000) | AID 504660; in the data active means activation above about 30%; further: 0% is about no effect
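Tetracycline-induced HEK293 TREx D1 cells, force-coupled to calcium signalling, were dye-loaded with a no-wash calcium kit. Compound was pin-added after a 10 s baseline. Fluorescence was read kinetically at 1 cycle/s for 180 s, with calcium rises flagged as agonism.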
Vif-APOBEC3G blk = blocks the Vif interaction with human APOBEC3G; HeLa A3G-eYFP + Vif (tagged APOBEC3G with the HIV-1 protein that degrades it), YFP fluorescence, overnight; AID 602310; actives 0.076% (n = 410,000); Q9HC16; Potency, µM (highest dose often 46.1 µM), for inactives: at the top dose activity, negative = active, actives largely listed as inhibitors;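 further: potency means the concentration at half of the fitted maximal effect; on the % scale 0 is the no-effect control and ±100 the full control effect; nearly all actives have a fitted effect of over 60% in size; hits raise eYFP signal because A3G escapes Vif-driven loss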
Target sequence (Q9HC16 whole entry, looked up): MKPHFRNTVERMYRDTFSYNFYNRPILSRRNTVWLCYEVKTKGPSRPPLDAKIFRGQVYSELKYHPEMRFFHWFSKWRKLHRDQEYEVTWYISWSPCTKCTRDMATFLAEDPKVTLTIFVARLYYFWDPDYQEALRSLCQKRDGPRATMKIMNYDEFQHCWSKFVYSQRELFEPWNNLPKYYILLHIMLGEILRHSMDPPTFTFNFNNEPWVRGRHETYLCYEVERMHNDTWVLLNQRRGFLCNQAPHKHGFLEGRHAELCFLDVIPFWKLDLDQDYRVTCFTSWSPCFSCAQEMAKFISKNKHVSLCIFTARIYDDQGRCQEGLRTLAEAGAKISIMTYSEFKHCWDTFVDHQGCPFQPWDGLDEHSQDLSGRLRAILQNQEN
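Read-out is eYFP fluorescence (Ex 488/Em 500-530) from Vif-expressing HeLa A3G-eYFP cells; more signal means A3G escaped Vif-mediated degradation. Cells plated overnight, compound pinned in, incubated overnight at 37 deg C.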
* marks the source's active call; other numbers are inactive results; ? = inconclusive; . = no result given; & = joins results of further samples. Unless noted, the call rests on the fitted dose curve; in most records, active means well fitted curve in the direction sought with a large enough effect; inconclusive means small, poorly fitted or top-dose-only effect, or another doubt; inactive means no such curve, though single readings can be large; an effect the other way counts as inactive or inconclusive. Only part of the results is shown. The share of hits here may be higher or lower than overall.

SMILES	Vif-A3F inh	GRP78 ERSR act	D1 antag	LDHA block	D1 potentiator	RXFP1 ag	D2 PAM	D1 agonist	Vif-APOBEC3G blk
COc1ccc(NC(=O)c2cc(S(=O)(=O)N3CCCC3)ccc2OC)cc1	-1%&-3%	0%&-2%	5&12	-2&-2	-3&-1	0.6%&0.4%	5&-5	2&-1	1%&1%
COc1cc(-c2nnc(-c3ccncc3)o2)ccc1OCc1ccccc1	2%	0%	-5	-7	0	2.5%	-3	3	-6%
NC(=O)CSc1nnc(-c2ccc3c(c2)OCO3)o1	19%	-5%	18	-3	1	-0.3%	1	-3	-2%
Cc1cccc(N2CN(Cc3ccco3)CNC2=S)c1	3%	-2%	0	2	6	-0.5%	8	2	0%
O=C(Cn1c2c(c(=O)n3ncnc13)CCC2)N/N=C/c1ccc(Cl)cc1	-6%	9%	5	-9	0	0.0%	-1	1	-2%
CC1CCCC(NC(=O)C2CCN(S(=O)(=O)N3CCC4(CC3)OCCO4)CC2)C1C (stereo not drawn)	1%	-2%	-10	-1	-6	0.1%	-13	2	-2%
CC1=C(C)CC(C(=O)Nc2nccs2)C(C(=O)O)C1 (stereo not drawn)	1%	-5%	9	-2	-1	-1.8%	12	-1	0%
CCN(CC)C(=O)C1CCCN(c2ccc([N+](=O)[O-])cc2[N+](=O)[O-])C1 (stereo not drawn)	-7%	-5%	2	1	3	-0.1%	-4	5	-2%
O=C(NCC(=O)N(c1cccc(F)c1)C(C(=O)NC1CCCC1)c1ccncc1)c1cccs1 (stereo not drawn)	-15%	-6%	5	-1	-11	-1.0%	.	1	-5%
CSc1nc(Cc2ccccc2)cc(=O)[nH]1	-4%	2%	16	0	-2	4.1%	-5	3	0%
COC(=O)c1sc(-c2ccccc2)cc1NC(C)=O	1%	0%	1	-5	8	9.4%	-3	1	0%
Cc1ccc(S(=O)(=O)N(C)CCCC(=O)Nc2ccncc2)cc1	2%	-6%	-35*	-11	.	0.5%	15	22	3%
O=C(c1ccco1)N1CCN(C2c3ccccc3-c3ccccc32)CC1	0%	-5%	-2	2	-2	-2.7%	12	5	-20%
O=C(CCc1nnc(CCCCc2ccccc2)o1)NCCN1CCOC1=O	10%	0%	12	-1	-5	0.2%	-2	0	1%
CCCn1nnnc1SCC(=O)N1CCCC1	-6%	-2%	-3	-8	-3	0.5%	5	4	-5%
C/C(=N\NC(=O)C1CC1(C)c1ccccc1)c1ccco1 (stereo not drawn)	8%	14%	-9	-9	-2	0.3%	-19	7	-2%
COc1ccccc1/C=C/C(=O)OCC(=O)N1c2ccccc2CC1C (stereo not drawn)	2%	0%	-5	-12	.	2.5%	6	7	-1%
CCOc1ccc(C2C(C(N)=O)=C(C)Nc3ncnn32)cc1OC (stereo not drawn)	0%	-4%	-1	-3	-6	4.3%	8	4	-8%
COc1ccc(CN2CC(C(=O)NC3CCCCC3)CC2=O)cc1 (stereo not drawn)	6%	-1%	3	-9	-1	0.4%	2	0	1%
Cc1cc(C)n(C(C[N+](=O)[O-])c2ccc(Cl)cc2)n1 (stereo not drawn)	-14%	1%	14	-4	8	0.5%	-8	-1	-14%
CCn1c2ccccc2c2cc(/C=N/NC(=O)c3ccccc3C)ccc21	-12%	0%	-4	-7	16	2.5%	-4	2	?
COc1ccc(-n2c(=O)c(CCC(=O)NCCc3ccccc3F)nc3ccccc32)cc1	-8%	2%	-15	0	-1	3.0%	-17	2	-2%
COC(=O)CN1C(=O)C2(C(C#N)=C(N)Oc3ccccc32)C2=C1CC(C)(C)CC2=O (stereo not drawn)	11%	-3%	3	-4	3	-0.6%	0	-1	-2%
Cc1ccc(C2=CC(=O)C[C@H](c3ccc(F)cc3)C2)cc1	7%	-5%	-11	-11	-8	-2.0%	16	3	-4%
NC1=NC(=Nc2ccc(S(=O)(=O)N3CCOCC3)cc2)c2ccccc21	-12%	-3%	-33*	1	-3	0.0%	4	4	2%
O=C(CCNS(=O)(=O)c1ccc2c(c1)CCC(=O)N2)NCc1ccc2c(c1)OCO2	8%	1%	12	3	-5	-3.0%	12	4	1%
Cn1c(=O)n(-c2ccc(Br)cc2F)c(=O)c2sc3ccccc3c21	-1%	2%	-17	3	1	?	0	4	2%
O=S(=O)(NCc1cccs1)c1ccccc1Cl	-9%	-4%	1	-11	5	0.5%	-2	0	-5%
OCCN1CCN(CCO)C1=S	3%	-3%	.	-8	.	.	.	.	0%
Cc1noc(C)c1C(=O)OCC(=O)/C=C1\N(C)c2ccccc2C1(C)C	-12%	-4%	-3	0	-3	-2.5%	3	6	1%
CC(Oc1ccc2ccc(=O)oc2c1)C(=O)NCCN1CCOCC1 (stereo not drawn)	2%	-6%	13	-10	4	4.6%	0	1	5%
CCCCCCNS(=O)(=O)c1ccc(OC)c(OC)c1	-3%	1%	-8	3	3	0.5%	4	2	2%
C/C(=N\Nc1ccc(C(F)(F)F)cc1[N+](=O)[O-])C(C)C	11%	-3%	15	-4	2	0.5%	-1	2	-1%
COc1ccccc1NC(=O)NC1(C(=O)N2CCCCCC2)CCCCC1	4%	-4%	6	-4	-2	-0.3%	1	2	-1%
CC(C)COC(=O)Cc1c(O)c2ccccc2[nH]c1=O	2%	-5%	5	-4	2	0.2%	.	1	0%
CNC(=O)C1CC(=O)N(CCCc2ccccc2)C(=Nc2ccccc2)S1 (stereo not drawn)	-9%	-2%	6	0	-4	1.8%	-1	-1	0%
COCCNC(=O)c1ccc2snnc2c1	1%	-5%	3	-2	4	0.8%	-4	2	2%
CCc1nnc(NC(=O)CSc2nc(C)cs2)s1	10%	4%	3	-2	1	-1.0%	3	3	-4%
CCC(C)NC(=O)CCCc1nnc2n(CC(C)C)c(=O)c3sccc3n12 (stereo not drawn)	8%	-3%	0	-6	-2	20%	1	-1	4%
O=C(Cc1cccs1)N(Cc1cccs1)C1(C(=O)NC2CCCC2)CCCCC1	-1%	-2%	1	-3	3	-0.2%	-8	4	0%
Cn1nc(C(F)(F)F)c(CNC(=O)C(C)(C)CCl)c1N1CCOCC1	11%	-2%	0	-10	3	-2.3%	3	0	3%
COc1ccccc1/C=C(/C(=O)OCC(=O)N(C)Cc1ccccc1)c1ccccc1	0%	-4%	2	-6	-2	-1.5%	4	4	1%
COc1ccc(NC(=S)N2CCC(c3ccc(C)cc3)C2)cc1 (stereo not drawn)	13%	10%	-10	2	2	2.4%	6	1	0%
COc1ccc(OC)c(-n2nnc(-c3nc(-c4cc(OC)c(OC)c(OC)c4)no3)c2C)c1	.	.	-7	-3	0	0.7%	11	2	.
Cc1cnc(C2OCCO2)c2cccc([N+](=O)[O-])c12	-13%	-4%	.	-5	.	.	.	.	0%
CCc1ccccc1NC(=O)Cn1c(=O)n(Cc2ccco2)c(=O)c2ccccc21	-7%	-3%	0	-13	0	1.3%	-8	0	5%
Cc1nn(C)c(C)c1S(=O)(=O)N(CC(=O)N1CCc2ccccc21)c1ccc(C(C)C)cc1	-10%	-5%	-5	-12	.	0.2%	-2	1	4%
CSc1ccccc1NC(=O)COC(=O)CCCOc1ccc(C)cc1	7%	-3%	6	-5	0	0.1%	8	2	2%
O=C(NCc1ccccc1CN1CCCCC1)c1ccccc1N1CCCC1=O	0%	-4%	1	-10	0	2.2%	0	1	-1%
O=c1[nH]c(Cn2nnc(-c3ccccc3)n2)nc2scc(-c3ccccc3)c12	-2%	-4%	-6	-1	2	1.5%	-5	3	-4%
CS(=O)(=O)Nc1ccc(C(=O)Nc2cccc([N+](=O)[O-])c2)cc1	-18%	1%	3	-5	-5	-1.3%	10	2	0%
CCOC(=O)C1=CN(Cc2ccco2)S(=O)(=O)N(CC)C1c1cccc(OC)c1 (stereo not drawn)	-4%	-3%	.	-3	.	.	.	.	-3%
CCOC(=O)c1sc(NC(=O)C(CC)OC(=O)C(CC(C)C)NC(=O)c2ccccc2)nc1C (stereo not drawn)	-5%	-9%	6	0	-7	4.7%	-2	3	0%
CC(=O)N1SC(N)=NC1c1ccccc1 (stereo not drawn)	-7%	-2%	2	-2	-2	0.7%	2	0	0%
O=C(Cn1cnc2ccccc2c1=O)NNC(=O)c1cccc([N+](=O)[O-])c1	-6%	-3%	12	3	-3	8.7%	-7	2	0%
O=C(CCC1CCCN(C(=O)CCN2CCCCC2=O)C1)NCc1ccccc1F (stereo not drawn)	0%	8%	4	-8	-1	-1.3%	13	0	0%
O=C(Nc1ccc(F)c(S(=O)(=O)N2CCOCC2)c1)C1CCCCC1	2%	-5%	-17	-8	-7	0.0%	0	4	0%
CC(C(=O)N1CCN(Cc2ccc3c(c2)OCO3)CC1)n1cc([N+](=O)[O-])cn1 (stereo not drawn)	-8%	0%	11	-11	0	1.8%	.	1	0%
CCOC(=O)c1cn[nH]c1C(F)(F)F	5%	-1%	11	-1	-5	0.8%	3	1	2%

Retrieved by compound from above, 6 records:
SMILES	Vif-A3F inh	GRP78 ERSR act	D1 antag	LDHA block	D1 potentiator	RXFP1 ag	D2 PAM	D1 agonist	Vif-APOBEC3G blk
CC(=O)N1SC(N)=NC1c1ccccc1 (stereo not drawn)	-7%	-2%	2	-2	-2	0.7%	2	0	0%
CCOC(=O)c1cn[nH]c1C(F)(F)F	5%	-1%	11	-1	-5	0.8%	3	1	2%
O=C(Cn1cnc2ccccc2c1=O)NNC(=O)c1cccc([N+](=O)[O-])c1	-6%	-3%	12	3	-3	8.7%	-7	2	0%
CCOC(=O)c1sc(NC(=O)C(CC)OC(=O)C(CC(C)C)NC(=O)c2ccccc2)nc1C (stereo not drawn)	-5%	-9%	6	0	-7	4.7%	-2	3	0%
O=C(NCc1ccccc1CN1CCCCC1)c1ccccc1N1CCCC1=O	0%	-4%	1	-10	0	2.2%	0	1	-1%
CS(=O)(=O)Nc1ccc(C(=O)Nc2cccc([N+](=O)[O-])c2)cc1	-18%	1%	3	-5	-5	-1.3%	10	2	0%
